High-throughput results (PubChem BioAssay)
Polio RdRp inh: poliovirus RdRp elongation inhibitors, primary screen, biochemical, fluorescence polarization, total intensity; AID 588519, 2011; poliovirus polymerase elongation; hits give low values; % elongation, % (compound at 16.7 µg/mL); Genome polyprotein (Poliovirus type 1 (strain Mahoney)), P03300; 0.66% of 150,000 active; in the data active = % elongation below about 90%; also: some results filed as inactive read as strong as hits
Target sequence (P03300 1749-2209 limits assumed): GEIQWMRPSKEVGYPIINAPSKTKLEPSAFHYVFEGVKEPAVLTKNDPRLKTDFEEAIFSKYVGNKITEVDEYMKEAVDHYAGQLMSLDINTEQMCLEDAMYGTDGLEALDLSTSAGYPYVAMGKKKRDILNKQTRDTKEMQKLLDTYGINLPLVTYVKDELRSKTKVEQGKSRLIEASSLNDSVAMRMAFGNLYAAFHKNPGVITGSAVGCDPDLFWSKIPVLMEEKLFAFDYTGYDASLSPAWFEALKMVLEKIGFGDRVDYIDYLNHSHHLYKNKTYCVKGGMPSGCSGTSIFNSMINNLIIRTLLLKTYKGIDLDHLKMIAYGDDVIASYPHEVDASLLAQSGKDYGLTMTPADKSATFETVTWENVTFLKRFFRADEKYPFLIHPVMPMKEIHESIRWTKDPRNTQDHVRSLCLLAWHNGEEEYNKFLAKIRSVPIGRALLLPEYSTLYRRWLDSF
Polio RdRp inh FP z-score: second read-out of Polio RdRp inh, no call of its own (marks repeat the call); z-score; measured here: FP z-score; hits read low
Active calls of the source: *; & = joins results of further samples.

SMILES | Polio RdRp inh | Polio RdRp inh FP z-score
COc1cccc(CN(C)C(=O)C2CC(=O)N(CCc3ccccc3)C2)c1 (stereo not given) | 105.0 | 0.5
COc1ccc(Cn2ccn(Cc3ccccc3)c(=O)c2=O)cc1 | 102.0 | -1.1
COc1ccccc1NC(=O)Cn1c(=O)c(CNc2ccc(C)cc2)cc2cc3c(cc21)OCCO3 | 108.0 | 0.5
Cc1ccc(NC(=O)Cn2cc3c(n2)CCCC3)cc1Cl | 108.0 | -0.1
CC(CCc1ccccc1)NC(=O)Cn1c(=O)nc(-c2ccccc2F)c2cc(Cl)ccc21 (stereo not given) | 101.0 | -0.8
COc1ccc(NC(=O)CN2C(=O)C(C)N=C(c3ccccc3)c3ccccc32)cc1OC (stereo not given) | 113.0 | 1.2
O=C(N/N=C/C1=C(Sc2nc3ccccc3o2)CCCC1)c1ccncc1 | 101.0 | 0.1
Cc1c(-c2nnc(SCC(=O)Nc3ccc(Br)cc3)o2)nnn1-c1ccc(F)cc1 | 109.0 | 0.4
Cc1cc(-c2nc3ncccc3o2)ccc1NC(=O)c1ccccc1 | 103.0 | 0.3
COc1ccc(-c2cn3nc(SCC(=O)Nc4cccc(C)c4C)ccc3n2)cc1 | 116.0 | 2.1
CCc1ccc(NC(=O)C(NS(=O)(=O)c2cccs2)C(C)C)cc1 (stereo not given) | 106.0 | 0.4
Cc1ccc(SC(C)C(=O)NCc2ccncc2)cc1 (stereo not given) | 105.0 | 0.1
C=CCN(Cc1nc(-c2ccc(C)cc2)no1)C(=O)C1CCCCC1 | 104.0 | 0.7
CCCN1CCN(c2cc3c(cc2F)c(=O)c(S(=O)(=O)c2ccc(CC)cc2)cn3CC)CC1 | 110.0 | 0.6
O=C(C1CCCCC1)N(Cc1cccnc1)c1nc2c(F)cccc2s1 | 100.0 | -1.4
CCOC(=O)c1ccccc1NC(=O)c1c(-c2ccccc2)noc1C | 100.0 | -0.9
COC(=O)c1cc(S(=O)(=O)Nc2ccc(C(C)C)cc2)c[nH]1 | 101.0 | -0.4
COc1ccc2cc3cc(C(=O)N(C)c4cccc(C(F)(F)F)c4)oc3nc2c1 | 103.0 | 0.3
CNCCNS(=O)(=O)c1ccc(N2C(=O)CC3(CCCC3)C2=O)c(Cl)c1 | 102.0 | 0.2
COc1nc(Oc2ccc(/C=N/O)cc2)nc(N(C)C)n1 | 101.0 | -0.1

No new results follow: 13 of the compounds above.
SMILES | Polio RdRp inh | Polio RdRp inh FP z-score
COc1ccc(NC(=O)CN2C(=O)C(C)N=C(c3ccccc3)c3ccccc32)cc1OC (stereo not given) | 113.0 | 1.2
O=C(N/N=C/C1=C(Sc2nc3ccccc3o2)CCCC1)c1ccncc1 | 101.0 | 0.1
Cc1c(-c2nnc(SCC(=O)Nc3ccc(Br)cc3)o2)nnn1-c1ccc(F)cc1 | 109.0 | 0.4
Cc1cc(-c2nc3ncccc3o2)ccc1NC(=O)c1ccccc1 | 103.0 | 0.3
COc1ccc(-c2cn3nc(SCC(=O)Nc4cccc(C)c4C)ccc3n2)cc1 | 116.0 | 2.1
CCc1ccc(NC(=O)C(NS(=O)(=O)c2cccs2)C(C)C)cc1 (stereo not given) | 106.0 | 0.4
Cc1ccc(SC(C)C(=O)NCc2ccncc2)cc1 (stereo not given) | 105.0 | 0.1
C=CCN(Cc1nc(-c2ccc(C)cc2)no1)C(=O)C1CCCCC1 | 104.0 | 0.7
CCCN1CCN(c2cc3c(cc2F)c(=O)c(S(=O)(=O)c2ccc(CC)cc2)cn3CC)CC1 | 110.0 | 0.6
O=C(C1CCCCC1)N(Cc1cccnc1)c1nc2c(F)cccc2s1 | 100.0 | -1.4
CCOC(=O)c1ccccc1NC(=O)c1c(-c2ccccc2)noc1C | 100.0 | -0.9
COC(=O)c1cc(S(=O)(=O)Nc2ccc(C(C)C)cc2)c[nH]1 | 101.0 | -0.4
COc1ccc2cc3cc(C(=O)N(C)c4cccc(C(F)(F)F)c4)oc3nc2c1 | 103.0 | 0.3

The list goes on.
SMILES | Polio RdRp inh | Polio RdRp inh FP z-score
CCC1CCCCN1CC(O)COCc1cccc(OC)c1 (stereo not given) | 99.0 | -0.4
O=C(COc1ccc2c3c(c(=O)oc2c1)CCCC3)Nc1cccc(Br)c1 | 102.0 | 0.1
O=C(CCc1nc(CN2CCN(S(=O)(=O)c3ccc(F)cc3)CC2)no1)N1CCCCC1 | 109.0 | 0.3
CCC(CC)c1nn2cc(-c3ccc(C)c(C)c3)nc2s1 | 101.0 | -0.6
OC(CSc1nc(-c2ccccc2)ns1)C(F)(F)F (stereo not given) | 103.0 | 0.4
COc1ccc2oc(=O)c(C(=O)OCCN3CCN(S(=O)(=O)c4ccccc4)CC3)cc2c1 | 101.0 | -0.5
N#CCCSc1nnc(-c2ccc(Cl)cc2)o1 | 99.0 | -0.4
CN=C(NC#N)NCCSCc1nc[nH]c1C | 99.0 | -0.2
COCCn1c(-c2ccccc2)nc(=S)c2c1CC(C)(C)OC2 | 103.0 | 0.3
CCN(CC)c1nc(C(=O)Nc2ccc(Br)cc2)cs1 | 106.0 | 0.2
Cc1cc(C(=O)OCC(=O)N(C)C2CCCCC2)c2ccccc2n1 | 101.0 | 0
COCCCNC(=O)c1cnc2c(-c3ccc(F)cc3)c(C)nn2c1C | 115.0 | 0.8
Cc1ccc(S(=O)(=O)c2ccccc2)cc1S(=O)(=O)N1CCCCC1 | 99.0 | -0.4
Cc1nnc(N/N=C/CCc2ccccc2)[nH]c1=O | 99.0 | -0.7
CN(Cc1ccccc1)CN1C(=O)NC(C)(c2ccccc2)C1=O (stereo not given) | 101.0 | -0.3
CC(=O)N1CCN(c2nc3c(F)cc(F)cc3s2)CC1 | 112.0 | 1.4
Cc1ccc(C(=O)OCC(=O)c2ccc(S(=O)(=O)N3CCCCC3)cc2)o1 | 107.0 | 0.6
COc1ccc(NC(=O)c2ccc(-c3nc(CSc4ccccc4)c(C)o3)cc2)cc1OC | 103.0 | -0.7
CN(C)c1ccc(Nc2nc3ccccc3n3nnnc23)cc1 | 108.0 | 0.5
CC(=O)Nc1ccc(NC(=O)CCc2c(C)nc3c(c(C)nn3-c3ccccc3)c2C)cc1 | 109.0 | 0.5
C=CCn1c(-c2ccccc2)n[nH]c1=S | 101.0&98.0 | 0&-1.4
CCCCN(c1nc2ccccc2[nH]c1=O)S(=O)(=O)c1ccc(C)cc1 | 103.0 | 0
CC(C)c1ccc(-c2noc(COC(=O)c3ccc(S(=O)(=O)NCCC#N)cc3)n2)cc1 | 105.0 | 0.3
S=C(Nc1ccc2c(c1)OCO2)Nc1cnccn1 | 99.0 | -0.2
CN1C(=O)c2cccc3c(S(=O)(=O)Nc4ccc(O)c(C(=O)O)c4)ccc1c23 | 98.0 | -0.5
CC(C(=O)Nc1cccc(N)c1)n1nnc2ccccc21 (stereo not given) | 103.0 | 0.6
O=S(=O)(NCc1ccc(Cl)cc1)c1cnc[nH]1 | 102.0 | 0.2
CCC(C)NC(=O)c1ccc2c(c1)[nH]c(=O)c(=O)n2CC (stereo not given) | 97.0 | -0.2
CCOC(=O)c1c(S(=O)(=O)NCC(=O)Nc2ccc(C)c(N(C)C)c2)c(C)n(C)c1C | 109.0 | 0.6
O=c1cc(CN2CCCc3ccccc32)nc2sccn12 | 72.0 | -12.1
CC(O)CCC1CCCO1 (stereo not given) | 101.0 | -0.2
CC1(C)CC(=O)C2=C(C1)Nc1ccccc1N(C(=O)C(F)(F)F)C2c1ccc(Cl)cc1Cl (stereo not given) | 102.0 | -0.1
O=c1nc2n(c3ncccc13)CCC2 | 99.0 | -0.2
O=C(c1ccc2c(=O)n(Cc3ccc4c(c3)OCO4)c(=S)[nH]c2c1)N1CCNCC1 | 103.0 | 0.3
Cc1nc2c(C(=O)NCCc3ccc(Cl)cc3)cnn2c(C)c1Cc1c(F)cccc1Cl | 108.0 | -0.2
COc1ccc(S(=O)(=O)NCCc2csc3nc(-c4cccc(C)c4)nn23)cc1F | 104.0 | -0.7
COc1ccc(N2CCN(Cc3nnnn3CCc3ccccc3)CC2)cc1 | 104.0 | 0.6
CC(=O)NCCOc1ccccc1Cl | 108.0 | 0.5
COc1cc2[nH]c(=O)n(Cc3ccc(C(=O)NCc4ccccc4)cc3)c(=O)c2cc1OC | 108.0 | 0.8
CN(C)/C=C(\C#N)C(=O)N(C)c1ccc(F)cc1F | 104.0 | 0.6
COCCN(Cc1cc2c(C)cc(C)cc2nc1Cl)C(=O)c1ccco1 | 106.0 | 1.3
O=S(=O)(Cc1ccc(F)cc1)c1cn(Cc2ccccc2Cl)c2ccccc12 | 101.0 | 0.2
COC(=O)c1sccc1NC(=S)N1CCCCC1 | 99.0 | -0.2
CC(=O)c1cccc(NC(=O)C(CC(C)C)NS(=O)(=O)c2ccc3c(c2)CCN3C(C)=O)c1 (stereo not given) | 105.0 | 0.2
CN(C)CC/C=C1/c2ccccc2CSc2ccccc21 | 98.0 | -0.1
O=C(NC1CCCCCC1)c1ccc(CS(=O)c2ccc(Br)cc2)o1 (stereo not given) | 99.0 | -1
Cc1ccc(NS(=O)(=O)c2ccc(-c3cnc(C4CC4)o3)cc2)cc1N(C)C | 112.0 | 1.3
CC(C)CCNC(=O)CCn1c(=O)c2cccn2c2cccnc21 | 109.0 | 0.3
N#Cc1ccc(C(=O)NCC2CCCCC2)cc1 | 105.0 | 0.3
CN(Cc1ccccc1)C(=O)c1cc(=O)c2ccccc2o1 | 101.0 | -0.1
Cc1cccc(CSc2nc3ccncc3n2CC(=O)N(C)C2CCCCC2)c1 | 105.0 | -0.7
O=C(CSc1nnc(-c2ccccc2F)o1)Nc1ccc(S(=O)(=O)NC2=NCCCCC2)cc1 | 99.0 | -0.4
CC(=O)N1CCC2(CC1)OC(=O)C(C)=C2C(=O)Nc1ccccc1C(F)(F)F | 108.0 | 0.1
Cc1cnc(NC(=O)C2=C(O)c3ccccc3S(=O)(=O)N2C)s1 | 99.0 | 0
CN(C(=O)COC(=O)c1ccc2c(=O)n3c(nc2c1)CCCCC3)C1(C#N)CCCCC1 | 107.0 | 0.8
Cc1cccc(Cn2c(CNS(=O)(=O)c3ccc(Cl)s3)nc3cccnc32)c1 | 111.0 | 0.9
O=C(Nc1ccc2oc(-c3cccnc3)nc2c1)c1ccc(Br)cc1 | 106.0 | 0.4
COc1ccc(C)cc1NC(=O)NCc1cccn1Cc1ccccc1 | 113.0 | 1.5
CCCCNC(=S)NC1CCCC1 | 103.0 | 1
CC1CCCCC1Nc1n[nH]c(=S)s1 (stereo not given) | 97.0 | -0.4

Remaining list, next part
SMILES | Polio RdRp inh | Polio RdRp inh FP z-score
Cc1ccc(OCC(O)Cn2c(=N)n(C)c3ccccc32)cc1 (stereo not given) | 103.0 | 0.3
COC(=O)c1ccccc1S(=O)(=O)N1CCN(c2ncccn2)CC1 | 101.0 | -0.1
Cc1ccc(NC(=O)Cn2c(=O)n(CCCC(=O)NCc3ccc4c(c3)OCO4)c(=O)c3ccccc32)cc1 | 106.0 | 0.1
COc1ccccc1NC(=O)C(C#N)Cc1cc2cc(C)cc(C)c2[nH]c1=O (stereo not given) | 100.0 | -0.6
C/C(=N\OCC(=O)Nc1ccc2c(c1)OCCO2)c1cc2ccccc2o1 | 102.0 | 0.2
CCn1c(CN(C)c2ccccc2)nc2cc(S(=O)(=O)N(C)C)ccc21 | 103.0 | 0.1
O=C(O)CCC(=O)N(Cc1ccco1)C1CC(=O)N(c2ccc(Cl)cc2)C1=O (stereo not given) | 102.0 | 0
CCOc1ccc(C(=O)OC(C)CN2CCCCC2)cc1 (stereo not given) | 103.0 | 0.2
CCOC(=O)/C(C#N)=C1\SC=C(c2ccccc2)N1c1c(C)cccc1C | 103.0 | 0
N=c1n(CCN2CCCCC2)c2ccccc2n1CC(=O)c1ccc(Br)s1 | 104.0 | 0.7
Cn1nc(C(=O)N2CCN(c3cccc(C(F)(F)F)c3)CC2)c2c1-c1ccccc1OC2 | 101.0 | -0.6
Cc1ccc(NS(=O)(=O)c2ccc3c(c2)CC(=O)N3)cc1Cl | 104.0 | 0
O=C(CCc1ccccc1)Nc1cccc(NC(=O)CCc2ccccc2)n1 | 96.0 | -0.9
Cc1nn(-c2ccccc2)c(C)c1CN(C)C(=O)c1cc(C2CC2)nn1-c1ccccc1 | 104.0 | -0.1
CCNc1ncnc2onc(C)c12 | 102.0 | 0
COC(CN(C)C(=O)C1CCCN(S(=O)(=O)c2ccc3c(c2)oc(=O)n3C)C1)OC (stereo not given) | 102.0 | 0.3
COC(=O)c1cc2oc3ccccc3c2n1Cc1c(C)cc(C)cc1C | 108.0 | -0.5
O=[n+]1cc(-c2ccc(F)cc2)n([O-])c2c1CCC2 | 99.0 | -0.6
Cc1cc(Cl)c(C(=O)NC(C)C2CC2)cc1Cl (stereo not given) | 101.0 | -0.2
CCN(CC)C(=O)c1sc2c(c1C)c(=O)n(CCc1ccccc1)c(=O)n2Cc1cccc(Cl)c1 | 108.0 | 0.5
O=c1oc2ccccc2cc1-c1nc(C2CC2)cs1 | 100.0 | -0.2
Cc1nc(-n2nc(C)c(Cc3ccc(Cl)cc3)c2C)sc1C(=O)N1CCC(C)CC1 | 100.0 | -0.3
COc1cccc(CN(Cc2ccco2)C(c2nnnn2Cc2ccc(F)cc2)C(C)C)c1 (stereo not given) | 104.0 | 0.8
Cc1cc(C(F)(F)F)c2c(N)c(C#N)sc2n1 | 105.0 | 1.4
COC(=O)c1ccsc1NC(=O)c1cccc(S(C)(=O)=O)c1 | 99.0 | -1.2
C=CCSC1=C(C#N)C(c2ccc(OC)cc2)CC(=O)N1 (stereo not given) | 105.0 | 0.2
O/N=C/c1ccc(Cl)s1 | 99.0 | -0.6
CCN(CC)c1ccc(C(=O)N=c2sc3c4ccccc4ccc3n2C)cc1 | 99.0 | -0.3
c1ccc(-c2[nH]ncc2-c2nc3ccccc3[nH]2)cc1 | 103.0 | -0.1
NC(=O)CSc1nc(-c2ccccc2Cl)ns1 | 98.0 | -1.1
Cc1cccc(N2CCN(C(=O)c3ccc4c(Cl)c5c(nc4c3)CCCC5)CC2C)c1 (stereo not given) | 107.0 | 0.4
NC(=O)CCS(=O)(=O)c1ccccc1 | 105.0 | 0.5
CC1=NN(C(=O)C2CC2)C(=O)C1Cc1ccc(F)cc1 (stereo not given) | 104.0 | 0.3
COC(=O)C1CCN(c2cc(C)c3cccc(C(C)C)c3n2)CC1 | 101.0 | -0.4

An excerpt; count on the stated rates, not on these rows.
